Bioassay records deposited in PubChem by several laboratories.
NCOA3 inh: SRC3 coactivator transcriptional activity inhibitors, primary screen, cell-based, luminescence; Nuclear receptor coactivator 3 (Homo sapiens), Q9Y6Q9; 360,000 tested, 0.17% active; AID 588352, 2011; inhibition, % at 3.6 µM; HEK293 GAL4-SRC3 luciferase reporter;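 active = inhibition above a per-campaign cutoff, the mean of all compounds plus 3 SD, cut at about 60% in these data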;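 note: 0% = DMSO-treated cells and 100% = gossypol-treated cells at 36 µM; higher means less SRC3-driven luciferase light from the GAL4 reporter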
COUP-TFII inh: NR2F2 transcriptional activity inhibitors, primary screen, cell-based, luciferase reporter, HEK293T, luminescence. inhibition, % at 8.6 µM. 370,000 tested, 0.7% active. HEK293T NGFI-A luciferase reporter. COUP transcription factor 2 (Homo sapiens), P24468;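 active = inhibition above a per-plate cutoff, mean inhibition of test wells between control levels plus 3 SD, cut at about 38% in these data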;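 note: cells cotransfected with COUP-TFII expression vector driving the NGFI-A reporter; 0% = median of COUP-TF2 test wells and 100% = reporter-only cells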
Target sequence (P24468 whole entry, looked up): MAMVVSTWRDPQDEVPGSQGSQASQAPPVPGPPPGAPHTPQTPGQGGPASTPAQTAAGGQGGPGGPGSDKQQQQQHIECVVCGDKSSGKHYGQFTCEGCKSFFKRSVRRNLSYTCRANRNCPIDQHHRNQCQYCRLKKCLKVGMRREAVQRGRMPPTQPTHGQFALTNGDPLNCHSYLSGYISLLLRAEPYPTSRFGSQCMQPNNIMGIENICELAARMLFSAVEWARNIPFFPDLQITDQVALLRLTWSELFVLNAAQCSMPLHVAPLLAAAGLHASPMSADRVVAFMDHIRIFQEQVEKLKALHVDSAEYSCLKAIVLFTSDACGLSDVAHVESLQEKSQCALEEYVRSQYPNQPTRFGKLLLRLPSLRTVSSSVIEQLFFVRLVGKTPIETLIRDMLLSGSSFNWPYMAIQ
TWEAK-Fn14 inh: inhibitors of TWEAK-Fn14 signaling, primary screen, luciferase reporter cells, uHTS. TWEAK-stimulated Fn14 reporter cells, luciferase luminescence, 8 h. inhibition, % at 10 µM. 360,000 tested, 2% active. AID 1159606, 2016; in the data active = inhibition above about 50%
TROY signal inh: inhibitors of TROY-driven NF-kB signaling, primary screen, Q293 LMP1-TROYcd cells, NF-kB luciferase, uHTS; 360,000 tested, 0.98% active; AID 1347056, 2019; Q293 LMP1-TROYcd NF-kB luciferase reporter, 4 h; inhibition, % at 10 µM;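 active = compounds whose plate-normalised and pattern-corrected inhibition of the luciferase reporter signal at the single screening dose is 50% or more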
TLR9-MyD88 block: inhibitors of TLR9-MyD88 association in cells, primary screen, cell-based, CHO, BLA complementation, fluorescence; Toll-like receptor 9 (Homo sapiens) + Myeloid differentiation primary response protein …; CCF4 FRET ratio; inhibition, % at 4.98 µM; 340,000 tested, 0.21% active; AID 504734, 2011;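 active = inhibition above the mean over all tested compounds plus 3 SD, cut at about 21% in these data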;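 note: 0% = DMSO only wells and 100% = clavulanate BLA inhibitor control wells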
NOD2-RIPK2 inh: NOD2-RIPK2 binding disruptors in cells, primary screen, fluorescence, CHO cells, BLA complementation. inhibition, % at 4.98 µM. Receptor-interacting serine/threonine-protein kinase 2 (Homo sapiens), O43353. AID 624267, 2012. CCF4 ratio. 360,000 tested, 0.38% active; in the data active = inhibition above about 21%;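 note: 0% = vehicle only and 100% = reference blocker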
Target sequence (O43353 whole entry, looked up): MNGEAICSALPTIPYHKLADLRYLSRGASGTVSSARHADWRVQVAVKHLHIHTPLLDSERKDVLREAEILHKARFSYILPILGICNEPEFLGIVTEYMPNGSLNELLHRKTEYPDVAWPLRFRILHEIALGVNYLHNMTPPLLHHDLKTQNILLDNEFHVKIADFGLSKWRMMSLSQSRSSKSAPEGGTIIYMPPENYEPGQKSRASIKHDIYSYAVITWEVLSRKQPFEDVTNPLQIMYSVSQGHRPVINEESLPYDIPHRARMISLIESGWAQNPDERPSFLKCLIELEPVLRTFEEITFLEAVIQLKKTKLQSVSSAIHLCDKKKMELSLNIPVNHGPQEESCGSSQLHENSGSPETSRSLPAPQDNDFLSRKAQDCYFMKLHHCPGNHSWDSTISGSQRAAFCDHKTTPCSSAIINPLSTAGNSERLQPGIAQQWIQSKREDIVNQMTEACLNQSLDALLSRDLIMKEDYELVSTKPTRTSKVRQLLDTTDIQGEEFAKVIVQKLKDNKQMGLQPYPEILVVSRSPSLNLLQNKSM
NCOA2 inhibitor: inhibition of GAL4-SRC2 driven luciferase reporter, primary screen, SRC2 inhibitor project, cell-based, luminescence | Nuclear receptor coactivator 2 (Homo sapiens), Q15596 | HEK293 GAL4-SRC2 luciferase reporter | inhibition, % at 9 µM | 370,000 tested, 0.17% active | AID 651957, 2012;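 active = inhibition above the mean inhibition of all tested compounds plus 3 SD, set per campaign, cut at about 52% in these data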;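 note: 0% = DMSO treated cells and 100% = cells given Gossypol at 36 µM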
SRC1 inh: SRC1 coactivator transcriptional activity inhibitors, primary screen, cell-based, luminescence; Nuclear receptor coactivator 1 (Homo sapiens), Q15788; HEK293 GAL4-SRC1 luciferase reporter; inhibition, % at 3.6 µM; 360,000 tested, 0.12% active;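 active = inhibition above the campaign mean plus 3 SD, with each screening campaign given its own cutoff, cut at about 60% in these data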;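 note: 0% = DMSO treated cells and 100% = gossypol at 36 µM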
Exocytosis inh: LAMP-1 surface exposure blockers, TALL-104 cells – cell-based, flow cytometry, MLPCN library, primary screen; 360,000 tested, 0.66% active; AID 651702, 2012; inhibition, % at 10 µM; TALL-104 LAMP-1 surface exposure; cells stimulated with thapsigargin and PMA;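 active = inhibition above about 55%, limit read from the data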
ABHD5-PLIN5 inh: ABHD5-PLIN5 interaction inhibitors, primary screen, cell lysate, split luciferase complementation, luminescence; Perilipin-5 (Homo sapiens) + 1-acylglycerol-3-phosphate O-acyltransferase ABHD5 (Homo …; Split G. princeps luciferase complementation, 4 h; inhibition, % at 4 µM; 360,000 tested, 0.78% active;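 active = inhibition above the mean inhibition across every tested compound plus 3 SD, cut at about 22% in these data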;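 note: 0% = DMSO only wells and the 100% control is not disclosed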
NR5A2 inv ag: LRH-1 (NR5A2) inverse agonists, primary screen, cell-based, luminescence, HEK293T, StAR-luciferase reporter; Nuclear receptor subfamily 5 group A member 2 (Homo sapiens), O00482; LRH-1 transfected, 24 h; inhibition, % at 3.6 µM; 360,000 tested, 0.13% active;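 active = inhibition above the mean inhibition of all tested compounds plus 3 SD, cut at about 73% in these data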;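 note: 0% = DMSO wells and 100% = reporter-only cells lacking LRH-1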
* hit, by the source's call; x = no result given. A portion of the library; the hit share may differ from the screen's.

SMILES	NCOA3 inh	COUP-TFII inh	TWEAK-Fn14 inh	TROY signal inh	TLR9-MyD88 block	NOD2-RIPK2 inh	NCOA2 inhibitor	SRC1 inh	Exocytosis inh	ABHD5-PLIN5 inh	NR5A2 inv ag
FCCCOc1ccc(-c2ccnc(-c3ccccc3)n2)cc1	-12	-15	-26	-45	-3	-5	-7	-13	-3	-8	-46
CCCCN1C(=O)C(=O)N(CC(=O)Nc2ccccc2C(C)=O)C1=O	-8	13	8	3	10	0	9	-4	-2	-6	8
COc1ccc(NC(=O)c2ccc(-c3ccc(F)cc3)o2)cc1OC	-22	11	-2	12	-2	8	-61	-27	-14	0	-24
Cc1ccc2c(c1)CCCN2C(=O)c1c(C)noc1C	2	12	15	11	-1	-2	11	7	-3	-1	8
Cn1c(N)c(S(=O)(=O)N2CCN(C(=O)c3ccco3)CC2)c(=O)n(C)c1=O	7	-2	8	-3	1	-7	-10	-2	-2	-2	17
CC(=O)OCC(=O)[C@@]1(OC(C)=O)[C@@H](C)C[C@H]2[C@@H]3C[C@H](F)C4=CC(=O)C=C[C@]4(C)[C@@]3(F)[C@@H](O)C[C@@]21C	-44	-10	4	8	0	5	-32	-26	-4	-6	14
CC(=O)C[C@H](O)CC(=O)[C@H]1OC(=O)CCCCCCCCc2ccccc21	-5	9	16	-54	9	5	2	-10	2	7	17
O=C(Nc1ccc(S(=O)(=O)Nc2cnc3ccccc3n2)cc1)c1ccc([N+](=O)[O-])cc1Cl	-2	-25	-19	21	-12	2	0	18	3	-22	-4
CCCOC1CCCN(C(=O)CCc2nnc(CCCCc3ccccc3)o2)C1 (stereo unspecified)	-8	0	-3	-29	-1	-8	-2	-8	-2	2	-14
COc1ccc(Cn2nc(C)cc2C)cc1OC	6	-8	-3	14	3	1	1	-21	0	0	6
COc1cccc(C(=O)Nc2nnc(-c3ccc(F)cc3)o2)c1	-8	7	-56	-33	-14	-2	6	-16	9	1	-12
CN(C(=O)COC(=O)c1ccc(Cl)c(N)c1)c1ccccc1	7	-7	-5	2	x	-3	6	-2	0	1	-4

Carrying on:
SMILES	NCOA3 inh	COUP-TFII inh	TWEAK-Fn14 inh	TROY signal inh	TLR9-MyD88 block	NOD2-RIPK2 inh	NCOA2 inhibitor	SRC1 inh	Exocytosis inh	ABHD5-PLIN5 inh	NR5A2 inv ag
CCCC(=O)NC1=C(C#N)C2(CCCC2)Cc2ccccc21	14	1	27	-1	1	-2	17	-11	-1	9	4
Cc1ccc([C@@H]2[C@@H]3C(=O)N(c4ccccc4)C(=O)[C@@H]3[C@]3(C)C(=O)N(Cc4ccccc4)CC(=O)N23)o1	5	4	5	-23	-4	6	25	3	-17	2	20
O=C(O)c1cc(S(=O)(=O)Nc2ccc3c(c2)OCCO3)c(Cl)cc1Cl	30	23	91*	83*	6	-4	28	21	1	-2	25
O=C(Nc1ccc(S(=O)(=O)Nc2ncccn2)cc1)C(F)(F)F	-4	5	-19	0	-3	8	-20	-21	0	-8	-2
COc1ccccc1/C=C\C(=O)NCC(=O)N/N=C/c1ccc(O)cc1O	-12	26	-15	-21	5	1	-14	0	5	-4	2
CCN(CC(=O)Nc1ccc(OC)cc1)C(=O)c1cc(S(=O)(=O)N2CCOCC2)ccc1N1CCCC1	15	-3	10	-7	9	-1	5	1	2	-2	19
Cc1ccc(S(=O)(=O)N2CC=C(C(=O)NCCC(C)C)CC2)cc1	7	7	-8	-11	0	-18	0	4	-4	-17	11
Cc1cc(C(=O)Nc2c(F)cc(F)cc2Br)n(-c2ccccc2)n1	8	-6	17	-7	3	-8	-6	0	-3	-3	-5
O=S(=O)(c1ccc2ccccc2c1)n1cccn1	2	4	-5	-10	-6	-9	-5	-15	-2	-2	5
CCC1C(=O)N=C(SCC(=O)Nc2ccc(S(N)(=O)=O)cc2)NC1=O (stereo unspecified)	8	8	16	-4	-1	-3	6	1	0	8	-7
O=S(=O)(NCCCCCCNS(=O)(=O)c1c(F)cccc1F)c1ccc2c(c1)OCCO2	9	1	17	9	6	1	4	-1	0	-15	-1
Nc1cccc2c1C(=O)N(C(=O)c1cccc(S(=O)(=O)N3CCCC3)c1)C2=O	2	-11	5	1	23*	22*	-34	-2	-5	3	-19

Entries of single compounds from above. Order of values: NCOA3 inh, COUP-TFII inh, TWEAK-Fn14 inh, TROY signal inh, TLR9-MyD88 block, NOD2-RIPK2 inh, NCOA2 inhibitor, SRC1 inh, Exocytosis inh, ABHD5-PLIN5 inh, NR5A2 inv ag
`Cc1ccc(S(=O)(=O)N2CC=C(C(=O)NCCC(C)C)CC2)cc1` is listed as 7, 7, -8, -11, 0, -18, 0, 4, -4, -17, 11
`O=S(=O)(NCCCCCCNS(=O)(=O)c1c(F)cccc1F)c1ccc2c(c1)OCCO2` is listed as 9, 1, 17, 9, 6, 1, 4, -1, 0, -15, -1

(continued)
SMILES	NCOA3 inh	COUP-TFII inh	TWEAK-Fn14 inh	TROY signal inh	TLR9-MyD88 block	NOD2-RIPK2 inh	NCOA2 inhibitor	SRC1 inh	Exocytosis inh	ABHD5-PLIN5 inh	NR5A2 inv ag
Cc1nc2ccccc2c2oc(C(=O)NCc3ccccn3)cc12	6	22	22	18	-1	-5	28	10	0	-1	-6
CCOC(=O)CN(C(=O)CNC(=O)c1ccco1)C(C(=O)NC1CCCC1)c1ccccc1OCC (stereo unspecified)	11	-45	-8	-7	3	5	4	1	0	-4	3
Nc1ncnc2c1ncn2[C@@H]1O[C@H](CNC(=O)[C@H]2CCC(=O)N2)[C@@H](O)[C@H]1O	-23	-2	3	-13	0	-6	11	6	0	-5	-9
COc1ccccc1CC(=O)NN1C(=O)NC2(CCC(C)CC2)C1=O (stereo unspecified)	18	-8	-6	-29	-3	5	-44	-6	4	4	7
C/C(=N/NS(=O)(=O)c1ccc(C)c(C)c1)c1ccncc1	-12	9	5	25	-10	-3	-19	16	0	-12	-13
COC(=O)c1ccc(C(=O)NC2CCCc3c2cnn3-c2cc(F)cc(F)c2)nc1 (stereo unspecified)	6	-7	14	-20	-1	1	-1	-11	0	0	-25
CCCc1nnc(NC(=O)CC(C)c2ccccc2)s1 (stereo unspecified)	-15	-18	-8	-26	-1	2	-14	8	-19	-7	-7
CC1CCCCN1C(=S)NCCc1ccccc1 (stereo unspecified)	-57	-27	-23	-41	-6	8	-40	-40	-4	0	-44
COCCCN1C(=O)C(=O)/C(=C(/O)c2ccc(OC)cc2C)C1c1cccnc1 (stereo unspecified)	1	18	-11	-25	-1	6	3	-5	5	-3	6
C=C1SC(=Nc2c(C)cc(C)cc2C)N(C(=O)c2sc3ccccc3c2Cl)C12CCCCC2	-17	26	0	3	3	0	-1	-3	-17	-4	3
CCn1c(C)nc2cc(C(=O)N/N=C(\C)c3ccc(N4CCOCC4)cc3)ccc21	12	7	-6	2	8	0	-13	-18	-3	5	-23
CC1(C)NC(=O)N(CCCCOc2ccc3c(c2)CCC3)C1=O	-9	8	-5	-19	2	9	-26	6	-4	3	-30

Other records follow.
SMILES	NCOA3 inh	COUP-TFII inh	TWEAK-Fn14 inh	TROY signal inh	TLR9-MyD88 block	NOD2-RIPK2 inh	NCOA2 inhibitor	SRC1 inh	Exocytosis inh	ABHD5-PLIN5 inh	NR5A2 inv ag
O=C(c1ccc(-c2ccccc2)cc1)C1CCCN(C(=O)c2ccncc2)C1 (stereo unspecified)	8	9	-34	-7	3	9	-6	-5	3	13	-16
CCOc1ccc(NS(=O)(=O)c2coc(C(N)=O)c2)cc1	5	2	2	-4	-8	-2	-8	-4	1	-4	5
CCOC(=O)c1cn(Cc2ccc(C)cc2)nn1	-3	7	-2	-22	5	0	-25	-10	-3	4	4
Cc1ccc(NC(=O)C2CCCN2S(=O)(=O)c2ccc(F)cc2)c(C)c1 (stereo unspecified)	8	-1	8	-6	-1	-7	9	-4	-2	-3	1
COc1ccc(C)cc1S(=O)(=O)N(C)CC(=O)Nc1ccc2c(c1)OCO2	-3	2	-11	-4	-1	-2	-6	-24	2	-2	6
COc1cc([N+](=O)[O-])ccc1NC(=O)CCCOc1cccc(C)c1C	13	-3	-17	-1	0	-12	8	-8	1	5	-2
O=C(CCSCCC(=O)NCc1ccc(F)cc1)NCc1ccc(F)cc1	2	-12	8	10	-12	2	-3	-2	0	2	-22
COc1cc(NC(=S)NCCCN(C)C)c(OC)cc1NC(=O)c1ccco1	-1	-11	4	-20	-1	-3	-43	-6	-4	4	-8
Cc1ccc(NC(=O)Cn2cccc2C2=NC(c3ccccc3)CO2)c(C)c1 (stereo unspecified)	14	3	2	-1	10	-2	-8	-5	-10	-3	4
O=C(NCCCn1ccnc1)/C(=C\c1ccc(Br)cc1)NC(=O)c1ccccc1F	1	-1	18	0	1	7	-16	0	-3	2	6
N=c1c2ccccc2nnn1-c1ccc(C(F)(F)F)cc1	-59	7	-5	-55	-3	0	-12	-26	0	0	-29
O=C(N/N=C/c1cc([N+](=O)[O-])ccc1Cl)c1ccc2nc[nH]c2c1	17	4	-1	1	-5	-9	-3	2	-5	7	-10
O=C(CC(c1ccccc1)c1cc(Br)ccc1O)NCCCN1CCOCC1 (stereo unspecified)	-21	16	6	-15	-4	-2	19	2	22	4	3
CCOC(=O)N1CCN(c2c(NCC3CCCO3)c(=O)c2=O)CC1 (stereo unspecified)	10	6	-10	-2	0	6	-13	0	0	-7	-1
